HTRA1 inhibitor – HTRA1 (human) protease inhibition | 340,000 tested, 0.5% active | recombinant HTRA1, FP-rhodamine activity-based probe, fluorescence polarization | AID 504803 | Q92743 | inhibition, % at 5.96 µM; in the data active = inhibition above about 36%;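 note: 0% = enzyme with DMSO and 100% = wells lacking enzyme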
SMARCA2 activ – SMARCA2 function activation, primary screen; MG213 cells, MMTV-luciferase reporter, dexamethasone, overnight; activation, % at 9.1 µM; 370,000 tested, 1% active; in the data active = activation above about 7.8%;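 note: 0% = vehicle wells and 100% = reference activator wells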
ARFGAP1 inhibitor – inhibits rat ARF GTPase activating protein 1; Q62848; Arfgap1-stimulated ARF1 GTP hydrolysis, GDP FP detection; inhibition, % at 16.5 µM; 360,000 tested, 0.26% active; AID 651572;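 active = inhibition above a per-plate limit, mean inhibition of low control wells plus 3 SD, cut at about 25% in these data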;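 note: 0% = DMSO wells with enzyme and 100% = wells lacking Arfgap1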
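Assay system: Rat Arfgap1 GAP domain (His6, aa 1-136), purified enzyme | Buffer or medium: HEPES 25 mM pH 7.5, NaCl 150 mM, MgCl2, DTT | Schedule: GTP hydrolysis reaction 2 h at 25 °C | Signal: FP of antibody-bound GDP Alexa 633 tracer, ex 620/em 688 nm | Measure: Percent inhibition of Arfgap1-stimulated GTP hydrolysis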
rCAG RNA binder – r(CAG) repeat RNA binding | TO-PRO-1 dye displacement fluorescence | inhibition, % at 3 µM | 370,000 tested, 1.3% active | AID 651821;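 active = inhibition above the plate cutoff, the mean of all test compounds on that plate plus 3 SD, cut at about 35% in these data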;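 note: 0% = DMSO alone and 100% = 100 µM mitoxantrone as full dye displacement; higher means more dye released from RNA so lower well fluorescence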
PG9 binder – small molecules binding HIV-1 gp120 antibody PG9; AID 624416; inhibition, % at 6.7 µM; 360,000 tested, 0.43% active; TR-FRET gp120-PG9 antibody binding; in the data active = inhibition above about 8.5%
NPR2 activator – GC-B (human) receptor activation. HEK293-GC-B cells, CNP EC30, cGMP TR-FRET; 0% at EC30 CNP, 100% saturating CNP. 370,000 tested, 0.11% active. activation, % at 10 µM;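 active = activation at 10 µM reaching about 35% in either raw or pattern-adjusted values, limit read from the data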
Target sequence (P20594 whole entry, looked up): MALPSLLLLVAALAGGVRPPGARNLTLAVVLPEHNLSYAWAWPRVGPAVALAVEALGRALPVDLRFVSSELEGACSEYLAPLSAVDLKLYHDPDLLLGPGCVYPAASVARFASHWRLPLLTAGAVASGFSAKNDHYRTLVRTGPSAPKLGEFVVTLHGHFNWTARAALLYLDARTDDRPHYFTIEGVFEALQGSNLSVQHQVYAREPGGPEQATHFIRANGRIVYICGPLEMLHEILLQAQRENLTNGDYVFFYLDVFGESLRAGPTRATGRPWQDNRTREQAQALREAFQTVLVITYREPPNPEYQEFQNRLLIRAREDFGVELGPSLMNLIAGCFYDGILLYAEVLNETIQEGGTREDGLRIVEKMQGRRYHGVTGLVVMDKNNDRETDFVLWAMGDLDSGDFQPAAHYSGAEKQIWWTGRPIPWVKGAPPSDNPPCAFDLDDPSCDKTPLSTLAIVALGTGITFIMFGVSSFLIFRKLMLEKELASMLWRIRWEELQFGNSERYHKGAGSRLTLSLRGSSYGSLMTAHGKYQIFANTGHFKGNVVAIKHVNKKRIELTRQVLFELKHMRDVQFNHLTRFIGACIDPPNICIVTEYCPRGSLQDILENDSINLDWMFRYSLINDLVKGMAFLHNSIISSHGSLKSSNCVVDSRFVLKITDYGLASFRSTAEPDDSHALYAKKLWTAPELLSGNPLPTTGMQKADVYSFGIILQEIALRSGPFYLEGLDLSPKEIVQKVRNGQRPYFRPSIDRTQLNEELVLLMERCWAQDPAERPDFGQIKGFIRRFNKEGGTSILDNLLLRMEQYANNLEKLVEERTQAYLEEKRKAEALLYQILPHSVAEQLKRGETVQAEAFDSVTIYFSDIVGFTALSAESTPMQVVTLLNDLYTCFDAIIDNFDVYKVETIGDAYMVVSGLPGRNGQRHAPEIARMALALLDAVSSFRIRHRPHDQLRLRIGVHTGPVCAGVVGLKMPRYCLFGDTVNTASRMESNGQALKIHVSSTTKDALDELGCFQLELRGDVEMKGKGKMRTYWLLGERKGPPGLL
NPR1 activator – GC-A (human) enzyme activation; HEK293 GC-A cells, cGMP TR-FRET, EC30 ANP; 0% at EC30 ANP, 100% saturating ANP; P16066; activation, % at 10 µM; 370,000 tested, 0.14% active; in the data active = activation above about 40%
NR1D1 modulator – modulators of human Rev-erb alpha DNA binding; P20393; Rev-erbα–FITC-DNA binding, fluorescence polarization, 90 min; activity, % at 10 µM; 370,000 tested, 0.79% active;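 active = activity above about 14%, limit read from the data; passing the limit was not always enough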;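 note: 0% = DMSO wells with 35 nM protein and 100% = DMSO wells with 750 nM protein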
ASAP1 GAP inh – inhibitors of human ASAP1 ArfGAP activity; ASAP1-stimulated ARF1 GTP hydrolysis, GDP FP detection; 360,000 tested, 0.19% active; Q9ULH1; inhibition, % at 16.5 µM; AID 624377; in the data active = inhibition above about 25%;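 note: 0% = vehicle with enzyme and substrate and 100% = no enzyme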
ABHD4 inh – ABHD4 (mouse) inhibition, primary FP screen; purified mABHD4, FP-Rh probe fluorescence polarization; inhibition, % at 8.92 µM; 370,000 tested, 0.54% active; AID 720543;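 active = inhibition exceeding the mean over every tested compound plus 3 SD, cut at about 30% in these data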;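 note: 0% = plate median of compound wells and 100% = S159A mutant with DMSO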
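Assay system: Wild-type mouse ABHD4 protein | Medium: HEPES pH 7.0 buffer, 150 mM NaCl, 0.01% Pluronic F-127 | Incubation: Enzyme–compound pre-incubation 45 min, then probe 60 min, both 25 °C | Technique: Fluorescence polarization with parallel and perpendicular emission, 525/598 nm | Evaluation: % inhibition of FP-Rh probe binding versus controls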
An asterisk follows results filed as active; . = not tested or not shown. An unsorted share of the library; any-hit rate near 4.4%.

SMILES | HTRA1 inhibitor | SMARCA2 activ | ARFGAP1 inhibitor | rCAG RNA binder | PG9 binder | NPR2 activator | NPR1 activator | NR1D1 modulator | ASAP1 GAP inh | ABHD4 inh
CN(C(=O)COC(=O)c1ccccc1Nc1ccccc1)C1CCS(=O)(=O)C1 (centres undefined) | -3 | 1 | 2 | 0 | -0.2 | 0 | 3 | -2 | -5 | 1
COc1ccc(OCC(O)Cn2c(Nc3cccc(C)c3)nc3c2c(=O)n(C)c(=O)n3C)cc1 (centres undefined) | 4 | -1 | 11 | 1 | -0.9 | -10 | 13 | -1 | -6 | 2
O=C(COC(=O)c1ccccn1)NCc1ccccc1 | -3 | 1 | 0 | 2 | -0.6 | . | . | . | -13 | -4
COc1ccccc1OCC(=O)NCCc1nc2ccccc2[nH]1 | 2 | 2 | 8 | 1 | -1.1 | -1 | -10 | 1 | -7 | 1
COC(=O)[C@@]1(Cc2ccc(F)cc2)[C@H]2c3cc(C(=O)N(C)C)n(Cc4ccccc4)c3C[C@H]2CN1C(=O)c1ccccc1 | . | -1 | -3 | 0 | 0.0 | 2 | -1 | 2 | -9 | -10
CCn1c(=O)n(CC(=O)NCc2ccccc2OC)c(=O)c2ccccc21 | 3 | 2 | 5 | 0 | 1.0 | -1 | 1 | 3 | 3 | -3
CCOC(=O)CSc1nnc(NC(=O)c2cccc(S(=O)(=O)N3CCCCCC3)c2)s1 | 5 | -3 | -11 | 0 | -0.1 | -1 | -2 | -2 | -8 | 1
COc1ccc(N2CCN(C(=O)CNC(=O)Cn3cnc4sc(C)c(C)c4c3=O)CC2)cc1 | 5 | -2 | 6 | 3 | -1.9 | -3 | 0 | -9 | 3 | 5
O=C(CSc1nnc(CNC(=O)c2ccccc2F)o1)NCc1ccco1 | 3 | 1 | -3 | 2 | -1.4 | 2 | -2 | -3 | -1 | -2
C[C@@H](C(=O)N[C@H](C(=O)O)c1ccccc1)n1nnc2ccccc2c1=O | 4 | -1 | -1 | 4 | -2.0 | -2 | 3 | 2 | -19 | 7
CCC(c1nnnn1CCOC)N(Cc1cc2cc(C)c(C)cc2[nH]c1=O)CC1CCCO1 (centres undefined) | -5 | -1 | 5 | -7 | -0.9 | -4 | 3 | -4 | 1 | 5
CCCCCCn1c(SCCOC)nc2c1c(=O)[nH]c(=O)n2C | 2 | -2 | -4 | -2 | 0.1 | 9 | 7 | 0 | 5 | 1
COC(=O)C1=C(C)NC(=O)C1(NS(=O)(=O)c1ccc(NC(C)=O)cc1)C(F)(F)F (centres undefined) | 3 | -2 | -1 | 3 | -1.4 | 10 | 2 | -4 | 0 | -3
CCCCCN(C(=O)CCC(=O)OC(C)C(=O)Nc1cccc(C#N)c1)c1c(N)n(CCCC)c(=O)[nH]c1=O (centres undefined) | 4 | -2 | 0 | -5 | -0.2 | 1 | 2 | 5 | -1 | -3
CC(C)NC(=O)CSc1nncn1-c1ccccc1 | 5 | 4 | 6 | 2 | 1.3 | 9 | 2 | -5 | 11 | 1
COc1ccc(OC)c(C2=NS(=O)(=O)N(C)C(C(=O)Nc3ccc(F)cc3F)=C2)c1 | -15 | -4 | 4 | 5 | -0.6 | -4 | 1 | 0 | 7 | -5
C=CCNC(=O)CCc1nnc(C2(c3ccc(Cl)cc3)CCC2)o1 | 2 | 4 | 11 | -7 | -1.2 | 0 | -4 | -2 | -4 | -2
COC(=O)c1sc(N2C(=O)C(O)=C(C(=O)c3ccc(C)o3)C2c2cccs2)nc1C (centres undefined) | -6 | 0 | -3 | 48* | -0.1 | -9 | -3 | 0 | 13 | 1
O=C(c1cccc(S(=O)(=O)N2CCCCCC2)c1)N1CCN(c2ccccc2F)CC1 | -5 | -3 | -12 | -3 | -1.9 | 0 | -3 | -10 | -2 | -5
CCCn1c(N)c(N(CCOC)C(=O)C2CCCC2)c(=O)[nH]c1=O | 6 | -1 | -4 | 2 | 0.8 | 3 | 4 | 2 | -7 | 2
Clc1ccccc1Cc1noc(CN2CCN3CCCC3C2)n1 (centres undefined) | -3 | -3 | -1 | -2 | 0.7 | 2 | 4 | 5 | -1 | -4
CCN1CCN(C(=O)c2cc(S(=O)(=O)N3CC(C)CC(C)C3)ccc2Cl)CC1 (centres undefined) | 1 | 0 | -2 | -6 | 0.7 | 2 | 5 | -6 | -5 | 4
CCOc1cc(S(=O)(=O)n2cnc(C)c2)ccc1Cl | 0 | 1 | 8 | -1 | -1.5 | -2 | 3 | 0 | 7 | 1
O=C(CCN1CCN(c2ccccc2)CC1)c1ccc(Cl)cc1 | 5 | -1 | -9 | 3 | -1.8 | -4 | 44* | -3 | -10 | -3
COC(=O)c1sccc1-n1cccc1C(=O)C(=O)Nc1ccc(F)cc1 | -10 | -3 | 4 | 0 | -1.8 | -2 | 3 | -1 | 10 | -8

(list continues)
SMILES | HTRA1 inhibitor | SMARCA2 activ | ARFGAP1 inhibitor | rCAG RNA binder | PG9 binder | NPR2 activator | NPR1 activator | NR1D1 modulator | ASAP1 GAP inh | ABHD4 inh
Cc1ccc(-n2c(=S)[nH]c3c(oc4ccccc43)c2=O)cc1C | 5 | -3 | 9 | 5 | 20* | 10 | 17 | -7 | 0 | 5
COc1cc2c(cc1NC(=O)C(C)Sc1nc3ccccc3n1C)oc1ccccc12 (centres undefined) | -7 | -1 | 16 | 2 | 2.0 | 3 | 4 | 2 | -1 | 5
O=C(Nc1ccccc1C1CC1)c1cccs1 | -7 | -1 | 3 | -1 | -0.2 | 0 | 9 | -2 | -3 | -7
NS(=O)(=O)c1ccc(NC(=S)NCc2cccc(Cl)c2)cc1 | -6 | -1 | 10 | 9 | 0.0 | -2 | 2 | 2 | -3 | -16
CC(C)(CSc1nncn1/N=C/c1ccco1)NS(=O)(=O)c1ccc(Cl)cc1 | -4 | -3 | 4 | -1 | 0.6 | -3 | -3 | -5 | -4 | -5
Cc1ccc(C)c(C(=O)COc2ccccc2[N+](=O)[O-])c1 | -4 | 3 | 7 | 6 | 0.2 | 1 | 0 | -8 | 4 | 6
CCOC(=O)N1CCN(C(=O)C(NS(=O)(=O)c2cccc3nsnc23)c2ccccc2)CC1 (centres undefined) | 11 | 4 | 10 | 0 | -1.9 | 3 | -3 | 3 | -6 | -5
COc1ccc(CNC(=O)C2Cc3c(-c4cccc(F)c4)ccnc3O2)cc1OC (centres undefined) | . | -2 | -2 | 0 | 1.4 | 4 | 1 | 2 | 10 | -1
Cc1nnc(NC(=O)c2ccc(S(=O)(=O)C(F)F)cc2)s1 | -4 | 6 | 3 | 5 | 0.1 | -1 | 2 | -5 | -8 | -2
Cc1ccc(-c2[nH]ncc2CN2CCN(C(=O)c3cccs3)CC2)cc1C | -3 | -2 | 0 | -6 | -1.4 | -2 | -1 | 1 | -13 | 8
CCCNC(=O)c1ccc(N2CCC3(CC2)CC(c2ccccc2)=NO3)c(NC(=O)c2ccc(Br)cc2)c1 | 0 | 2 | 8 | 1 | -0.9 | -1 | 2 | 3 | -6 | 3
COc1ccc(/C=C/c2c(-c3ccc(OC)cc3)oc3cccnc23)cc1 | -25 | 1 | 12 | 8 | 2.2 | -2 | 4 | -2 | 2 | 2
CC1CCN(C2=C(NS(=O)(=O)c3ccc(Cl)cc3)C(=O)c3ccccc3C2=O)CC1 | 10 | 0 | 11 | 2 | -0.1 | 4 | 2 | 0 | 14 | 17
CCNC(=O)c1c(NC(=O)c2cc(-c3cc(C)ccc3O)n[nH]2)sc2c1CCCC2 | -9 | -3 | -9 | 5 | -1.4 | 2 | -4 | -15 | -18 | 4
Cc1ccnc(NC(=O)C2CCN(S(=O)(=O)c3cccc4nonc34)CC2)c1 | -9 | -1 | 14 | -4 | -0.1 | -3 | -2 | -4 | 1 | 2
COCCCn1c(SCC(=O)N2CC(=O)Nc3ccccc32)nnc1-c1ccoc1C | 4 | -1 | 14 | -3 | -1.4 | -1 | 2 | -3 | 5 | 1
Cc1cc(C(=O)COC(=O)Cc2ccc(Br)cc2)c(C)n1C | -5 | -1 | -6 | 1 | -0.5 | 0 | 2 | 7 | 14 | -2
O=C(NC(NC(=O)c1ccccc1)c1cccc([N+](=O)[O-])c1)c1ccccc1 | 1 | -4 | -4 | -1 | 1.2 | -3 | 3 | 1 | -8 | -1
Cc1c(Cl)cccc1NC(=O)CC1Oc2ccccc2NC1=O (centres undefined) | 5 | -1 | 9 | 1 | -0.5 | -1 | 1 | 1 | 4 | -1
COC(=O)c1ccc(CSc2nnc3ccccn23)o1 | -2 | 0 | -4 | 0 | 2.0 | 1 | -2 | 1 | -4 | 2
COc1cccc(-c2cc3nc(NCc4cccnc4)n(C)c(=O)c3s2)c1 | . | 2 | 9 | 3 | -1.6 | 9 | 11 | -10 | 8 | -1
O=C(c1cccc(F)c1)N1CCN(c2cccc(Cl)c2)CC1 | 0 | -2 | 2 | -6 | -1.2 | 2 | -3 | 2 | 13 | -3
O=C(CCCN1C(=O)/C(=C\c2ccco2)SC1=S)Nc1ccc2ccccc2c1 | -21 | -3 | 4 | 31 | -1.8 | 1 | -4 | -4 | 1 | -18
CCCN(CC(=O)Nc1ccccc1OC)C(=O)CN1C(=O)NC(C)(C)C1=O | 5 | -7 | -5 | -1 | 2.4 | 2 | 2 | 4 | -4 | 0
COc1ccccc1CNC(=O)c1cc(S(=O)(=O)N2CCCCC2)c[nH]1 | -7 | -5 | 5 | 3 | 1.3 | 7 | 0 | -1 | -25 | 1
Cc1nc(C)c(C(=O)OCC(=O)NCCc2ccc(F)cc2)s1 | -6 | 0 | -4 | -1 | -0.5 | -1 | 3 | 1 | 3 | 5
Cc1cc(C)cc(N=Cc2c(O)c3ccccc3oc2=O)c1 | 3 | 0 | 11 | 2 | 3.5 | -2 | -2 | -1 | 1 | 1
C=CCN(C(=O)CNC(=O)c1cccs1)C(C(=O)NC1CCCCC1)c1cccnc1 (centres undefined) | 1 | -4 | -5 | 1 | -1.9 | -1 | 0 | 7 | 8 | -3
CCOc1ccc(C(C)=O)cc1CSc1nc2nc(C)cc(C)n2n1 | 3 | 2 | -8 | -3 | -0.7 | 1 | -1 | -1 | 1 | -5
COc1ccccc1N1CCN(CC(=O)Nc2c(C)n[nH]c2C)CC1 | 4 | -5 | -2 | -6 | 1.4 | 8 | 3 | -2 | -9 | 0

One compound at a time, as listed above.
COc1cccc(-c2cc3nc(NCc4cccnc4)n(C)c(=O)c3s2)c1 in the list: HTRA1 inhibitor = .; SMARCA2 activ = 2; ARFGAP1 inhibitor = 9; rCAG RNA binder = 3; PG9 binder = -1.6; NPR2 activator = 9; NPR1 activator = 11; NR1D1 modulator = -10; ASAP1 GAP inh = 8; ABHD4 inh = -1
Cc1nc(C)c(C(=O)OCC(=O)NCCc2ccc(F)cc2)s1 in the list: HTRA1 inhibitor = -6; SMARCA2 activ = 0; ARFGAP1 inhibitor = -4; rCAG RNA binder = -1; PG9 binder = -0.5; NPR2 activator = -1; NPR1 activator = 3; NR1D1 modulator = 1; ASAP1 GAP inh = 3; ABHD4 inh = 5

Screening data as filed in PubChem BioAssay.
